# PNC inhibitor – blocks assembly of the perinucleolar compartment; AID 2417; activity change (PNC), negative = inhibition, % at 10 µM; PC3M PTB-GFP, PNC prevalence imaging, 16 h; stronger effect = lower value; hit rate 3.1% among 140,000;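 active = readout at or below -70, meaning at least 70% loss of cells showing the perinucleolar compartment, a nuclear body marking cancer cells; inconclusive = readout between -30 and a set limit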;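 note: plate controls were DMSO wells for no effect and camptothecin positive control wells for full effect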
#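 Compounds are pinned in duplicate onto adhered PC3M cells stably expressing GFP-tagged PTB and incubated 16 h at 37 C. Cells are then fixed, nuclei stained with Hoechst, and PNC-positive cells counted.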
# ALOX12 inhib – inhibitors of human 12-lipoxygenase (ALOX12); purified 12-hLO, xylenol orange hydroperoxide absorbance; Potency, µM (series often up to 57.1 µM), inactives show at the top dose activity change, negative = inhibition, most hits filed as inhibitors; hit rate 0.12% among 150,000; note: potency is the fitted concentration of half-maximal effect; nearly all actives have a fitted effect of over 55% in size; many of its hits are not listed in these tables
# Target sequence (P18054 whole entry, looked up): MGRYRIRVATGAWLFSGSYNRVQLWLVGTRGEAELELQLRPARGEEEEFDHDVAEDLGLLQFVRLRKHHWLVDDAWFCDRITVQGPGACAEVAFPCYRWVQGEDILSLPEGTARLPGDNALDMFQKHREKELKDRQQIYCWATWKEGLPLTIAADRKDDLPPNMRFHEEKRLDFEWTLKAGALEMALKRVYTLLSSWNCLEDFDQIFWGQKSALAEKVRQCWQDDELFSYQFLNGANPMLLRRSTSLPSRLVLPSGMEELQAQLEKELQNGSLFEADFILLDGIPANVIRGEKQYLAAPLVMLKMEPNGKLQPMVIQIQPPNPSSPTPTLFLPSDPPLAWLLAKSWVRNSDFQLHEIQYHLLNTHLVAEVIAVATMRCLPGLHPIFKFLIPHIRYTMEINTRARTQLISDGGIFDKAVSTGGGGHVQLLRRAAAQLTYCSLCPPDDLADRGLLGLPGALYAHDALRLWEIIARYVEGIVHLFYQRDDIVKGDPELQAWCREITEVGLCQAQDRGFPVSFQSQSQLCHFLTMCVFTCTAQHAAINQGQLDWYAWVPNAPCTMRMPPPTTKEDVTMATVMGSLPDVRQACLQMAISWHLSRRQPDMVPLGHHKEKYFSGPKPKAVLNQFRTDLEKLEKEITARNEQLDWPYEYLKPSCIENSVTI
#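 Lipoxygenase turnover measured by absorbance at 573 and 405 nm after Fe-XO development. Human 12hLO 150 nM, arachidonate 40 uM, pH 7.0 Hepes buffer with detergent; 15 min compound preincubation, 30 min reaction.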
# 15-hLO-2 inh – inhibitors of human 15-lipoxygenase 2 (ALOX15B). O15296. purified 15hLO-2, xylenol orange hydroperoxide absorbance. Potency, µM (top dose mostly 57.1 µM), for inactives: top-dose activity change, negative = inhibition, usual class: inhibitors. hit rate 0.56% among 110,000; note: potency is the fitted concentration of half-maximal effect; nearly all actives have a fitted effect of over 60% in size; many of its hits are not listed in these tables
#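 Purified human 15hLO-2 (50 nM) preincubated 15 min with compound, then 45 uM arachidonic acid for 90 min at RT in 25 mM Hepes pH 7.5, 0.01% Triton X-100. Hydroperoxide detected by Fe-xylenol orange; 573/405 nm absorbance ratio.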
# IMPase cell inh – membrane-permeable compound that blocks inositol monophosphatase; 120,000 tested, under 10 active; P97697; CHO-M1 cells, IP1 accumulation, HTRF TR-FRET ratio; inhibition (IP1 accumulation), % at 46.1 µM; active = well fitted curve in the direction sought with a large enough effect in the signal ratio, not every such curve was filed as active; inconclusive = small, poorly fitted or top-dose-only effect, or a change in a side signal; inactive = no such curve, though single readings can be large or run the other way; the % refers to the signal ratio;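 note: cells stimulated with carbachol in lithium chloride buffer; plate controls were DMSO basal wells for no effect and reference inhibitor wells for full effect; higher means more IMPase inhibition seen as more IP1 and lower FRET ratio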
# Target sequence (P97697 whole entry, looked up): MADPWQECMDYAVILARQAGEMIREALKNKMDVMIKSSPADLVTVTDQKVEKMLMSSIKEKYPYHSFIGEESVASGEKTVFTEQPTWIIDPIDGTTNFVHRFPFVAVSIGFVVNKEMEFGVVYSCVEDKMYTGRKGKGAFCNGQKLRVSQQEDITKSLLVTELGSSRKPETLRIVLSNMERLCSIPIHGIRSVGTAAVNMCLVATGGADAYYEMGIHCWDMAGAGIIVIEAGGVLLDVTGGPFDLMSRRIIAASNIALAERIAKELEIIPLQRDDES
#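 Measured: the HTRF emission ratio (665/620 nm) plus the 620 nm donor channel, each fitted to the Hill equation to give AC50. Cells were CHO-M1 given compounds up to 46 uM and a 30 min carbachol stimulation at 37C.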
# Numbers without * were called inactive; ? = inconclusive; . = not tested or not shown; [ ] = another dose, or the depositor's remark. Unless noted, calls come from the whole dose curve; as a rule, active = well fitted curve in the direction sought with a large enough effect; inconclusive = small, poorly fitted or top-dose-only effect, or another doubt; inactive = no such curve, though single readings can be large; an effect the other way counts as inactive or inconclusive. Unless noted, % is set by controls: 0 for no effect and ±100 for the full control effect. Some of the compounds tested; the hit share may differ from the screen's.
ALOX12 inhib	PNC inhibitor	IMPase cell inh	15-hLO-2 inh	Compound
1%	2	-2	26%	O=C(Nc1ccc2c(c1)ncn2C1CCCCC1)c1ccco1
2%	39	.	.	CCC/C(O)=C1\C(=O)CC(c2ccccc2)CC1=NCCc1c(C)[nH]c2ccc(C)cc12 (stereo not drawn)
-2%	?	-5	2%	Cc1ccc(C(=O)CCC(=O)Nc2cccnc2)cc1C
1%	83	.	.	CCOc1ccc(C(C)=O)cc1Cc1c(O)nc(N)[nH]c1=O
4%	?	.	.	O=C(N=Nc1c(O)[nH]c2ccccc12)c1ccccc1NS(=O)(=O)c1cccs1
2%	?	2	.	COc1cccc(/C(C)=N/Nc2ncc(Cl)cc2Cl)c1
-8%	-1	?	?	CN(C)c1ccc(-n2cccc2/C=C2/SC(=Nc3ccc(F)cc3)NC2=O)cc1
-4%	4	.	.	O=C1CN(S(=O)(=O)c2ccccc2)CCN1S(=O)(=O)c1ccccc1
1%	-102*	.	.	O=c1c2ccccc2n2c(-c3ccc(F)cc3)nnc2n1Cc1ccccc1
-1%	-2	.	.	CC(=O)c1cc(-c2ccccc2)n(CC(=O)Nc2cccc(C)c2C)c1C
-17%	27	2	-18%	CC(C)Cn1c(N)c(C(=O)NCC2CCCO2)c2nc3ccccc3nc21 (stereo not drawn)
1%	-8	.	.	Cc1ccsc1C(=O)OCC(=O)Nc1c(Cl)cccc1C(F)(F)F
4%	-2	6	42%[activator]	CCc1ccc(-c2nc(CN3CCC(C(=O)NCc4ccc(F)cc4)CC3)c(C)o2)cc1
-1%	.	-1	4%	c1ccc2sc(N3CCN(Cc4ccc5c(c4)OCO5)CC3)nc2c1
-1%	?	13	-1%	COC(/C=C/Nc1ccc(C)cc1)=C(C#N)C#N
-12%	9	9	18%	CCn1ncc(/C=N\NC(=O)c2cc(-c3ccc(C)cc3C)nc3ccccc23)c1C
-4%	-3	.	.	CN(C)S(=O)(=O)c1ccc(C(=O)NNc2nc(-c3ccccc3)c3cc(Br)ccc3n2)cc1
-5%	12	-5	-10%	C=CCn1c(SCC(=O)Nc2c(C)n(C)n(-c3ccccc3)c2=O)nc2scc(-c3ccccc3)c2c1=O
-5%	?	-5	.	CCN(C(=O)CSc1nnnn1-c1ccccc1)c1c(N)n(Cc2ccccc2)c(=O)[nH]c1=O
0%	11	-6	.	O=S(=O)(Nc1nccs1)c1ccc(Nc2nnc(-c3ccccc3)c3ccccc23)cc1
7%	?	2	1%	COc1cccc(CNC(=O)C2CCN(S(=O)(=O)N3CCCC3)CC2)c1
7%	12	.	.	COc1cc(/C=C2/SC(=S)N(CC(=O)NC(C)(C)C)C2=O)cc(OC)c1OC
2%	-23	-5	.	CCOP(=O)(OCC)C(NC(=O)C(F)(F)F)c1ccccc1 (stereo not drawn)
-7%	57	.	.	COc1cc(/C=C2\CC/C(=C\c3cc(OC)c(O)c(OC)c3)C2=O)cc(OC)c1O
-2%	14	?	2%	COC(=O)CNc1n[nH]c(=S)[nH]c1=O
6%	11	.	.	Cc1ccccc1NCC(=O)N/N=C/c1c(C)c(C(=O)c2ccc(Cl)cc2)n2ccccc12
-12%	-25	16	-1%	Cc1ccc(NC(=O)CSC2=C(C#N)C(c3ccco3)C3=C(CC(C)(C)CC3=O)N2)cc1 (stereo not drawn)
-5%[25.6 µM]	.	0[20.6 µM]	-1%[25.6 µM]	C[C@H](Oc1ccccc1)C(=O)N[C@@H]1C(=O)N2[C@@H]1SC(C)(C)[C@@H]2C(=O)O
-1%	-17	.	.	Cn1cc([N+](=O)[O-])c(C(=O)Nc2cnn(Cc3ccc(F)cc3)c2)n1
2%	51	1	6%	CCCCCCCC(=O)NNC(=O)c1ccc([N+](=O)[O-])cc1
2%	-4	-4	1%	CCOc1cc(C(=O)N(C)c2ccccc2)cc(OCC)c1OCC
?	17	9	?	CCc1cc2c(=O)n(Cc3ccco3)c(SCC(=O)N3CCCc4ccccc43)nc2s1
4%	-12	9	-7%	CCOC(=O)c1ccc(NC(=O)COc2ccc(-n3cnnn3)cc2)cc1
-2%	58	-7	0%	Cc1ccc(C2/C(=C(/O)c3ccccc3)C(=O)C(=O)N2CCN2CCOCC2)o1 (stereo not drawn)
-6%	27	9	1%	O=C(CCCN1C(=O)c2ccccc2C1=O)Nc1ccc(Br)cn1
-5%	-7	3	13%	COc1ccc(Cn2nnnc2C(CC(C)C)N2CCN(c3ccccc3)CC2)cc1 (stereo not drawn)
1%	26	2	1%	Cn1c(N)c(C(=O)COC(=O)c2cccs2)c(=O)n(C)c1=O
12%	1	-9	6%[2.29 µM]	Cc1nnc(NC(=O)C2C3C=CC(O3)C2C(=O)O)s1 (stereo not drawn)
-11%	-6	-9	-18%	Cc1nc(NC(=O)COC(=O)C(NC(=O)c2ccco2)C(C)C)c(Cl)cc1Cl (stereo not drawn)
-1%	11	2	7%	CCC(=O)NC(Nc1cc(C)ccn1)(C(F)(F)F)C(F)(F)F
7%	63	8	.	Clc1ccc(Cn2ccc(-c3ccc4c(c3)OCO4)n2)cc1Cl
-23%	-19	10	?	Fc1ccc(-n2[nH]nnc2=S)cc1N1CCCC1
-7%	-121*	.	.	Cc1sc(NC(=S)NC(=O)CCc2ccccc2)c(C(N)=O)c1C
-1%	48	.	.	Cc1cc(NO)c(C(C)C)cc1N=O
-4%	?	7	-6%	O/N=C(/Cc1ccccn1)c1ccccc1
-2%	?	.	.	CC(C)Sc1cc(N2CCCC2)nc(-c2ccccc2Cl)n1
-18%	22	.	.	N#C/C(=C\Nc1ccccc1O)c1nc2ccccc2o1
-4%	-7	-11	1%	CCOC(=O)C(CC(C)C)CP(=O)(O)CNC(=O)OCc1ccccc1 (stereo not drawn)
9%	?	-1	3%	CCOc1ccc(S(=O)(=O)N2CCCCCC2)cc1
-8%	37	16	-4%	COC(=O)C1=C(C)NC(=O)/C1=C\c1cccs1

# Reprinted at random: 5 entries already listed
ALOX12 inhib	PNC inhibitor	IMPase cell inh	15-hLO-2 inh	Compound
7%	63	8	.	Clc1ccc(Cn2ccc(-c3ccc4c(c3)OCO4)n2)cc1Cl
-5%[25.6 µM]	.	0[20.6 µM]	-1%[25.6 µM]	C[C@H](Oc1ccccc1)C(=O)N[C@@H]1C(=O)N2[C@@H]1SC(C)(C)[C@@H]2C(=O)O
-4%	-7	-11	1%	CCOC(=O)C(CC(C)C)CP(=O)(O)CNC(=O)OCc1ccccc1 (stereo not drawn)
-12%	-25	16	-1%	Cc1ccc(NC(=O)CSC2=C(C#N)C(c3ccco3)C3=C(CC(C)(C)CC3=O)N2)cc1 (stereo not drawn)
-18%	22	.	.	N#C/C(=C\Nc1ccccc1O)c1nc2ccccc2o1

# Next section:
ALOX12 inhib	PNC inhibitor	IMPase cell inh	15-hLO-2 inh	Compound
-6%	11	3	-1%	O=C(Cn1nc(C(F)(F)F)c2c1CCC2)NC1CCCCC1
0%	-29	3	4%	CC1CC(Nc2cccc(O)c2)=CC(=O)O1 (stereo not drawn)
-5%	?	3	2%	CCOc1ccc(S(=O)(=O)Nc2cc(OC)ccc2OC)cc1
-12%[11.4 µM]	.	.	-30%[11.4 µM]	O=C(O)[C@@H](O)[C@@H](O)[C@@H](O)[C@@H](O)c1nc2ccccc2s1
-3%	20	-13	5%	O=c1[nH]c(-c2ccc(Cl)cc2)nc2c1cnn2-c1ccccc1
-17%	-2	11	-26%	O=C/C(=C\Nc1ccc(Cl)cn1)c1nc2cc(Cl)ccc2o1
3%	8	1	.	CSc1ccc(S(=O)(=O)N2CCN(Cc3ccc4c(c3)OCO4)CC2)cc1
-11%	1	1	15%	CC(C)Oc1ccc(OCCNC2CCCC2)cc1
-11%	-26	7	-2%	Cc1c(-n2cc(C(=O)c3cc(Cl)ccc3O)cc(C#N)c2=O)c(=O)n(-c2ccccc2)n1C
1%	.	.	-7%	CC(=O)N1CCC2(CCCN(c3ccccc3)C2)CC1
-21%	-25	.	.	COc1ccc(Cc2nnc(N/N=C/c3ccc(O)cc3O)[nH]c2=O)cc1OC
7%	2	-11	34%[activator]	Cc1nn(-c2ccccn2)c2nc(-c3cccs3)cc(C(=O)NCc3ccco3)c12
-2%	-26	4	2%	CCN1CCN(C(=O)c2cc3cc4ccc(OC)cc4nc3s2)CC1
-2%	?	.	.	COc1cc(NC(=O)c2ccco2)c(C(=O)OCC(=O)c2c[nH]c3ccccc23)cc1OC
1%	-2	.	.	O=C(COc1cccc(Cl)c1)N/N=C\c1cc2ccccc2nc1Cl
2%	49	9	.	CN(/N=C/C=C/c1ccccc1)c1cc(=O)n(C)c(=O)[nH]1
-26%	-6	-26	?	COC(=O)c1sc2nc(-c3ccco3)ccc2c1N
-2%	7	11	-2%	CCCCCn1c(CCC(=O)Oc2ccccc2OC)nc2c1c(=O)[nH]c(=O)n2CCCC
-2%	21	1	1%	CS(=O)(=O)N1CCC(C(=O)NCc2ccc(F)cc2Cl)CC1
-6%	-23	4	2%	Cc1cc(Cl)ccc1OC(C)C(=O)NCCCCc1ccccc1 (stereo not drawn)
-3%	7	19	1%	O=C(Nc1ccc(Cl)cc1)C1C2CCC3C(CCC21)C3(Cl)Cl (stereo not drawn)
-1%	-19	6	4%	CCOc1ccccc1CN1C(=O)NC(C)(c2ccccc2)C1=O (stereo not drawn)
-3%	-26	-7	-22%	Cc1ccc2sc3ccc(NC(=O)c4ccccc4Cl)cc3c(=O)c2c1
1%	.	.	0%	COc1ccc(/C=C/c2cc(O)cc(O[C@H]3OC(CO)C(O)C(O)C3O)c2)cc1 (stereo partly drawn)
-5%	-16	-4	15%	O=C(Nc1ccc2c(c1)CCC2)C1CCN(c2ncccn2)CC1

# Given as labelled records: 2 of the compounds above
canonical_smiles: CC1CC(Nc2cccc(O)c2)=CC(=O)O1 (stereo not drawn)
- ALOX12 inhib = 0%
- PNC inhibitor = -29
- IMPase cell inh = 3
- 15-hLO-2 inh = 4%

canonical_smiles: CCOc1ccc(S(=O)(=O)Nc2cc(OC)ccc2OC)cc1
- ALOX12 inhib = -5%
- PNC inhibitor = ?
- IMPase cell inh = 3
- 15-hLO-2 inh = 2%

# Remaining list, next part
ALOX12 inhib	PNC inhibitor	IMPase cell inh	15-hLO-2 inh	Compound
-4%	20	.	.	C/C(Cc1ccccc1)=N\NC(=O)CNC(=O)c1cccc(Br)c1
6%	-7	.	.	COC(=O)/C=C/c1ccc(OC(=O)OC)c(OC(=O)OC)c1
4%	-16	-7	58%[activator]	O=S(=O)(c1cnccc1N1CCN(/N=C/c2ccc(Br)cc2)CC1)N1CCCCC1
-7%	-9	?	0%	Cc1c(N2C(=O)CS/C2=N\N=C\c2ccccc2O)c(=O)n(-c2ccccc2)n1C
3%	38	.	.	S=C(Nc1ccc(Cl)cc1Cl)NC1CCN(Cc2ccccc2)CC1
-1%	-6	-2	-4%	C/C(=N\OC(=O)c1ccccc1)c1cc(-c2ccc(Cl)cc2)no1
-2%	3	3	0%	N/C(=N\OC(=O)Cc1ccc(Cl)cc1)c1ccccn1
-6%	-13	-1	-8%	CCOc1ccc(C2NC(=O)C(C#N)=C(S)N2c2ccc(C)cc2)cc1OC (stereo not drawn)
0%	?	0	-2%	O=C(NCc1ccccn1)c1ccc(CS(=O)(=O)Cc2ccc(Cl)cc2)o1
-1%	?	11	-8%	O=C(Nc1ccc2c(c1)OCCO2)c1ccc(Cl)c(S(=O)(=O)N2CCCCC2)c1
-12%	?	-6	-11%	Cc1ccc(/C=C/C2=NN(Cc3ccccc3Cl)C(=O)CC2)cc1
-2%	-10	-8	-2%	CCOC(=O)C1CCCN(C(=O)c2ccco2)C1 (stereo not drawn)
-1%	-16	-4	1%	COc1ccc(-n2ncc3c(Nc4cccc(C)c4)ncnc32)cc1
-7%	-4	5	1%	COc1ccc(S(=O)(=O)Nc2ccc3c(c2)OCO3)cc1C(=O)O
-7%	-28	6	10%	COC(=O)c1cc(NC(=O)CN2CCC(C(N)=O)(N3CCCCC3)CC2)cc(C(=O)OC)c1
0%	-27	.	.	CCCOc1ccc(/C=N/Nc2ccccc2[N+](=O)[O-])c(O)c1
-13%	?	10	36%[activator]	CC1(C)Cc2c(sc3c2c(=N)n(Cc2ccco2)c(=O)n3Cc2ccc(F)cc2)CO1
